Assay outcomes deposited in PubChem BioAssay by National Center for Advancing Translational Sciences (NCATS).
DT40 TDP1 CPT: DT40-hTDP1 cell growth loss with CPT. 420,000 compounds, 12% hits. chicken DT40 Tdp1-/-;hTDP1 cells + 20 nM CPT, ATP luminescence, 48 h. Potency, µM (highest dose often 46.2 µM), for inactives: at the top dose activity change, negative = growth inhibition, actives largely listed as inhibitors. AID 686979; note: nearly all actives have a fitted effect of over 55% in size
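Cell growth measured by CellTiter-Glo luminescence after a minimum 48 h, 37 C compound exposure with 20 nM CPT in Tdp1-knockout DT40 cells stably expressing hTDP1, seeded 400/well; qHTS titration format.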
DT40 TDP1 no CPT: qHTS for Inhibitors of human tyrosyl-DNA phosphodiesterase 1 (TDP1): qHTS in cells in absence of CPT; DT40 Tdp1-/- hTDP1 cells, no CPT, ATP luminescence, 48 h; Potency, µM (series often up to 46.2 µM), inactives show top-dose activity change, negative = growth inhibition, actives largely listed as inhibitors; 420,000 compounds, 15% hits; AID 686978, 2013; note: nearly all actives have a fitted effect of over 55% in size
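Growth of hTDP1-complemented DT40 Tdp1-knockout cells is measured by ATP luminescence after at least 48 hr compound exposure at 37 °C, with DMSO substituting for the 20 nM CPT used in the parallel screen.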
TDP1 inh: TDP1 (human) enzyme inhibition | 350,000 compounds, 0.28% hits | Potency, µM (titrated, usually from 130 µM), for the others: top-dose activity change, negative = inhibition, actives largely listed as inhibitors | Q9NUW8 | recombinant TDP1, AlphaScreen DNA substrate cleavage; note: nearly all actives have a fitted effect of over 40% in size
Target sequence (Q9NUW8 whole entry, looked up): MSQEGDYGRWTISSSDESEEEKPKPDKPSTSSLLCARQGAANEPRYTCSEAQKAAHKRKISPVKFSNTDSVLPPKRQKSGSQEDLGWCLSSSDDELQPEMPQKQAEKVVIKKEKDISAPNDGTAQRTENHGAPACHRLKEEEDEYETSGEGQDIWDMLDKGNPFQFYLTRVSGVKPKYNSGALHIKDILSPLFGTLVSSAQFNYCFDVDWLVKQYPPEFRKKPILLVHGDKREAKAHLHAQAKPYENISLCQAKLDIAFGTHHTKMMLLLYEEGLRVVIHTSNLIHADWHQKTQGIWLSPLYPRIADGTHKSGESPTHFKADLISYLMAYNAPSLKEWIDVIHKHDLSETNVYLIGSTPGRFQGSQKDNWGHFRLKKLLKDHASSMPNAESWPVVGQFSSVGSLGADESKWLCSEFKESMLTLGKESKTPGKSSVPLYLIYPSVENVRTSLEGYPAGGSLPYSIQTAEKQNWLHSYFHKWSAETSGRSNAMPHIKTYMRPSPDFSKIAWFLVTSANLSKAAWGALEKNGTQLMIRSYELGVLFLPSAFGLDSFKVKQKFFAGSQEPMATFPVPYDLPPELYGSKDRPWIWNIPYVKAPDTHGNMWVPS
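AlphaScreen read-out: signal falls as enzyme removes the 3' tyrosine-FITC from a 5'-biotinylated DNA oligo (15 nM, 5 min, RT). Enzyme was E. coli-made recombinant Tdp1 at 1 nM, exposed to compound for 15 min beforehand; beads 10 ug/ml, 10 min.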
Active calls of the source: *; ? = inconclusive; nt = no result given; [ ] = another dose, or the depositor's remark. Calls come from the whole dose curve; as a rule, active = well fitted curve in the direction sought with a large enough effect; inconclusive = small, poorly fitted or top-dose-only effect, or another doubt; inactive = no such curve, though single readings can be large; an effect the other way counts as inactive or inconclusive. % is set by controls: 0 for no effect and ±100 for the full control effect; potency is the fitted concentration of half-maximal effect.

SMILES	DT40 TDP1 CPT	DT40 TDP1 no CPT	TDP1 inh
CSc1ccc(CN2CCC2(C)C(=O)NCc2ccc3c(c2)OCO3)cc1 (configuration not stated)	14.6µM*	?	nt
COc1ccc2c3c([nH]c2c1)C1CC2C(CC(O)C(OC)C2CO)CN1CC3 (configuration not stated)	2.9%	0.5%	nt
Cc1ccccc1-n1cc(CNC(=O)CN2Cc3ccccc3OC(C)C2)cn1 (configuration not stated)	?	?	nt
CCOC(=O)c1ccc2nc(C)cc(Nc3ccc(OC(C)C)cc3)c2c1	23.1µM*	18.4µM*	nt
CC[n+]1ccnc2ccccc21	2.24µM*	2.82µM*	nt
CSc1ccccc1C(=O)OCC(=O)NC1CCS(=O)(=O)C1 (configuration not stated)	1.1%	0.4%	1.2%
CCOC(=O)c1nc(Nc2ccc(C)cc2)c2ccccc2n1	20.6µM*	13µM*	3.8%
COc1ccccc1C1SCCN1S(C)(=O)=O (configuration not stated)	-4.6%	2.1%	-1.2%
CCOc1ccc(N2C(=O)CC(Sc3nc4ccc(OCC)cc4s3)C2=O)cc1 (configuration not stated)	4.11µM*	4.61µM*	nt
Cc1ccc(-c2ccnc(-n3ncc(C(=O)N(C)Cc4cccc5ncccc45)c3C3CC3)n2)o1	10.0%[9.04 µM]	-13.8%	nt
O=C(NCc1ccc(Cl)cc1Cl)c1cccc(N2CCCS2(=O)=O)c1	16.4µM*	?	2.7%
COCCC(=O)Nc1ccc2c(c1)CN(C(=O)CCOC)CC2	-9.8%	-6.1%	-2.6%
CCOC(=O)c1ccc(NC(=O)CCNC(=O)c2ccc([N+](=O)[O-])cc2)cc1	?	-27.7%	-1.1%
Cc1cccc(C)c1NC(=O)CSc1nnc(NC(=O)C2CC2)s1	11.2%	1.4%	3.8%[0.0935 µM]
C[C@@H]1CC[C@@]2(OC1)O[C@H]1C[C@H]3[C@@H]4CC[C@H]5C[C@@H](O)CC[C@]5(C)[C@H]4CC(=O)[C@]3(C)[C@H]1[C@@H]2C	17.2%[21.1 µM]	-10.2%[21.1 µM]	nt
CC(=O)Oc1ccc2nc(-c3ccc(Br)o3)oc(=O)c2c1	-12.5%	-7.2%	3.7%
CCOC(=O)c1sc(N)c(C(=O)OCC)c1C	3.4%	?	nt
CN(C)CCNc1ncnc2c1ncn2[C@H]1CN(Cc2ccc(F)cc2)C[C@@H](CO)O1	-24.5%	-17.5%	nt
C#CCOCCOCCOCCNc1nc(N2CCN(C(=O)C([C@@H](C)CC)n3cc(C(N)COC(=O)C(F)(F)F)nn3)CC2)nc(N2CCN(C(=O)[C@H](Cc3cc4ccccc4[nH]3)n3cc(C(N)CO)nn3)CC2)n1 (some centres not stated)	9.8%	-3.3%	nt
CCOC(=O)C1=C(COC(=O)c2ccccc2OC)NC(=O)NC1C (configuration not stated)	?	?	6.0%
Cc1cc(Br)cn2c(Cc3ccccc3C(F)(F)F)c(-c3ccccc3)nc12	?	?	nt
O=C(Nc1ccccc1O)/C(=C\c1ccccc1)NC(=O)c1ccccc1	-3.3%	11.6%	-2.7%
CC(C)c1ccc(/C=C/C(=O)n2nnc3ccccc32)cc1	16.4µM*	?	-1.0%
C=CCn1ccc(=O)nc1SC	-23.7%	-6.5%	nt
CCOC(=O)Cc1nn(Cc2ccc(Cl)cc2)c(=O)c2ccccc12	-29.1%	?	1.2%
Clc1ccc(C=NNc2ccccn2)c(Cl)c1	0.4%	1.3%	nt
COC(=O)C1=C(O)/C(=C/c2ccc(OCC(=O)Nc3ccccc3)cc2)N=C1C	-4.9%	-2.8%	4.6%
COc1ccc(CC(NC(C)=O)C(=O)NC2CCN(c3nc(C)cc(C)c3C#N)CC2)cc1 (configuration not stated)	-29.9%	?	6.0%
CCCCNC(=O)C1(C)CCN1C(=O)c1ccc2sccc2c1 (configuration not stated)	?	?	nt
Cc1cc(C)c2cc(C)c3nnc(SCC(=O)NCc4ccc5c(c4)OCO5)n3c2c1	?	?	4.0%
O=c1c(-c2ccccc2)n[nH]c2ccccc12	-5.9%	?	-2.9%
CCn1c(Cc2ccccc2)nnc1SCc1nc2ccccc2c(=O)[nH]1	-18.4%	?	0.0%
CCOC(=O)C1CCN(C(=O)c2cc(C)n(C(C)(C)C)n2)CC1	-29.1%	-2.7%	nt
Cc1c(Cl)cccc1N1C(=O)CC(NNC(=O)c2ccc3c(c2)OCO3)C1=O (configuration not stated)	-20.4%	3.7%	0.1%
COCCN(C(=O)COC(=O)CCS(=O)(=O)c1ccccc1)c1c(N)n(Cc2ccccc2)c(=O)[nH]c1=O	24.0%	-5.3%	-6.4%
CC(CN1CCCC1)OC(=O)C(c1ccccc1)c1ccccc1 (configuration not stated)	0.8%	4.6%	5.4%
Cc1ccc(S(=O)(=O)NCCC(=O)OCC(=O)NCCc2ccccc2)cc1C	11.1%	1.3%	-3.4%
O=C(O)COc1ccc(/C=N/NC(=O)C(O)(c2ccccc2)c2ccccc2)cc1	-1.8%	-11.0%	nt
COc1cc(/C=N/NC(=O)c2sc(N)c(C#N)c2C)ccc1O	?	14.6µM*	0.0%
O=C(COc1coc(CN2CCc3ccccc3C2)cc1=O)Nc1cccc(F)c1	-14.1%	-20.9%	1.6%
CCOC1=C2[C@@H](CN(S(=O)(=O)c3ccc(C)cc3)[C@H]2c2ccc(CC)cc2)[C@H]2C(=O)N(C)C(=O)[C@H]2C1	?	?	nt
O=C(c1csnn1)N1CCC2(CCCN(C(c3ccccc3)c3ccccc3)C2)CC1	18.4µM*	?	nt
NC(=O)C(c1ccc(Br)cc1)c1ccc(C(=O)c2ccccc2)cc1 (configuration not stated)	?	14.6µM*	nt
CCC1Sc2ccc(S(=O)(=O)CCC(=O)Nc3cc(C)ccn3)cc2NC1=O (configuration not stated)	-1.5%	?	2.1%
O=C1CC2(CCCCCC2)Oc2ccc(Cl)cc21	11.9%	-2.1%	nt
CCOc1ccccc1N(CC(=O)Nc1ccc(S(=O)(=O)N2CCCC2)cc1)S(C)(=O)=O	?	?	2.9%[56.1 µM]
COc1ccc(N2CCN(C(=O)C3CCCN(S(=O)(=O)c4ccc(C)cc4)C3)CC2)cc1 (configuration not stated)	9.2µM*	9.2µM*	nt
O=C(CCc1nnc(CCCCc2ccccc2)o1)NCCN1CCCCC1=O	-10.8%	-18.4%	1.2%
CCCCN=C1SC(C(=O)Nc2sc3c(c2C(=O)OC)CCC3)C(N)=C1C(=O)N1CCOCC1 (configuration not stated)	-24.2%	-7.9%	nt
COc1cc(CC(NC(C)=O)C(=O)NC2CCN(c3nc(OC)nc(OC)n3)CC2)cc(OC)c1 (configuration not stated)	4.6%	-3.7%	0.6%
CCOC(=O)C1CCN(c2c(NCCCN3CCN(Cc4ccccc4)CC3)c(=O)c2=O)CC1	-6.4%	-0.6%	3.0%
CC1=Nn2c(nnc2-c2n[nH]c3c2CCC3)SC1	-8.1%	13.6%	2.0%
COc1ccc(CCNC(=O)c2ccc(N3CCCCS3(=O)=O)cc2)cc1OC	-8.7%	8.2%	-7.5%
CC(C)N(C(C)C)S(=O)(=O)c1ccc(NN)nc1	?	?	-1.2%
O=C1COc2ccc(C(=O)COC(=O)CCSc3ccc(Cl)cc3)cc2N1	0.3%	2.7%	-8.2%
Cc1cccc(C)c1NC(=S)NC(C)CCc1ccccc1 (configuration not stated)	?	16.4µM*	2.6%
CCOC(=O)c1ccc(NC(=O)c2c(NCc3cccc(OC)c3OC)sc3c2CCC3)cc1	14.6µM*	20.6µM*	0.0%
CCCCCCSc1nc2c(c(=O)[nH]c(=O)n2C)n1C	?	20.6µM*	2.0%
COc1ccc(S(=O)(=O)Nc2ccccc2C(F)(F)F)cc1	1.8%	?	6.5%
COc1cc(Nc2ccc(S(=O)(=O)N3CCN(C)CC3)cc2[N+](=O)[O-])cc(OC)c1	?	?	-1.1%[0.505 µM]

Entries shown so far with a cyano group (2):
SMILES	DT40 TDP1 CPT	DT40 TDP1 no CPT	TDP1 inh
COc1ccc(CC(NC(C)=O)C(=O)NC2CCN(c3nc(C)cc(C)c3C#N)CC2)cc1 (configuration not stated)	-29.9%	?	6.0%
COc1cc(/C=N/NC(=O)c2sc(N)c(C#N)c2C)ccc1O	?	14.6µM*	0.0%

New compounds follow:
SMILES	DT40 TDP1 CPT	DT40 TDP1 no CPT	TDP1 inh
C=CCc1ccccc1OCC(O)CN1CCN(c2ccc(OC)cc2)CC1 (configuration not stated)	16.4µM*	?	10.8%
CC1C(=O)N(Cc2cn(CC3CCCCC3)nn2)CCS(=O)(=O)N1Cc1ccc(-c2cccc(N(C)C)c2)cc1 (configuration not stated)	4.61µM*	7.31µM*	nt
CCOC(=O)C1=C(C)N(C)C(=S)NC1c1c(OCC)ccc2ccccc12 (configuration not stated)	?	-93.6%	1.2%
Cc1ccccc1N1CC(C(=O)Nc2nnc(SCc3ccccn3)s2)CC1=O (configuration not stated)	-2.4%	9.9%	1.6%
Cc1sc2ncnc(SC(C)C#N)c2c1C (configuration not stated)	-22.1%	-19.5%	1.0%
COc1ccccc1CNC(=O)Cn1nc(C(F)(F)F)cc1C	-1.4%	3.4%	-3.0%
COc1ccc(NC(=O)c2cc3n(n2)C(C(F)(F)F)CC(c2ccco2)N3)cc1 (configuration not stated)	-22.3%	?	2.1%
N#CCCN(C(=O)Nc1ccc(Cl)cc1)c1ccccc1	10.0%	-2.5%	9.1%
CCc1nc2c(OCC3CCCCC3)cccn2c1N(C)C(=O)c1ccccc1F	?	16.4µM*	nt
CCOC(=O)c1ccc(NC(=O)c2nc[nH]c2C(=O)N[C@@H](CCCCNC(=O)OC(C)(C)C)C(=O)OC(C)(C)C)cc1	?	?	10.0%
CN(C)CCCN(C(=O)c1ccc2c(c1)CCCC2)c1nc2ccc(Cl)cc2s1	14.6µM*	14.6µM*	4.1%
O=[N+]([O-])c1cccc(COc2ccccc2CN2CCCCC2)c1	?	?	nt
COc1cc(NC(=O)CCCn2c(=O)oc3ccccc32)cc(OC)c1	-26.3%	-27.7%	-2.1%
CCc1nc2ccc(C(=O)Nc3cccc(OCC(=O)N(C)C)c3)cn2c1N(CC)CCOC	16.4µM*	16.4µM*	nt
CCOCCCNC(=O)C1CCN(C(=O)c2cc3sccc3n2C)CC1	11.3%	-17.5%	2.0%
COc1cc2ccc(=O)oc2c(CC=C(C)C)c1OC	-24.7%	-20.1%	nt
O=C1Nc2ccccc2-n2nnnc2C1N1CCN(C(=O)C2CCCO2)CC1 (configuration not stated)	9.3%	1.3%	nt
CC(C)OCCCNC(=O)CN1C(=O)c2cccc3cccc1c23	11.8%	2.6%	4.1%
CCOC(=O)N1CCC(NC(=O)c2ccc3c(c2)N(Cc2ccccc2C)C(=O)c2ccccc2S3=O)CC1 (configuration not stated)	?	?	5.8%
CC(C)CC(=O)Nc1ccc(C(=O)NNC(=S)NC(=O)C2CCCCC2)cc1	14.6µM*	16.4µM*	13.7%
CC(O)(c1cccc(F)c1)c1nc(-c2cccc(F)c2)cs1 (configuration not stated)	?	?	nt
CCCCNc1cc(C)nc(NCc2ccccc2)n1	9.2µM*	5.8µM*	2.0%
Cc1cc(C)n2nc(C(=O)OCC(=O)N3CCC3)nc2n1	17.8%	-1.5%	2.5%
CCOc1ccc2ccccc2c1C(=O)N1CCOCC1	-9.1%	-10.7%	0.0%
CN(C)c1ccc(NC(=S)NCC2CCCO2)cc1 (configuration not stated)	0.9%	-17.9%	1.8%
COc1ccc(CCNC(=O)CSc2nncs2)cc1	-4.0%	-5.4%	3.4%
Cc1ccc(CN2CCNC(=O)C2CC(=O)NC2CCCCCC2)o1 (configuration not stated)	-15.7%	-12.7%	-4.8%
COc1ccc2[nH]c(C)c(CCNS(=O)(=O)c3cc(F)ccc3OC)c2c1	3.5%	-27.7%	9.7%
O=C(Nc1nc(-c2ccccc2)cs1)NC1CCCCC1	-29.5%	-29.4%	0.0%
O=C(CCC1CCCN(C(=O)COc2ccccc2)C1)N1CCN(c2ccccn2)CC1 (configuration not stated)	?	-22.5%	-3.0%
Cc1ccc(S(=O)(=O)NC2(C(=O)O)CCCC2)cc1	7.5%	-5.2%	nt
C/C(CC(=O)NC1C2CC3CC(C2)CC1C3)=N\NC(=O)Cc1cccs1 (configuration not stated)	3.6%	-9.3%	1.9%

Compound profiles, as listed above.
Entry for NC(=O)C(c1ccc(Br)cc1)c1ccc(C(=O)c2ccccc2)cc1 (configuration not stated) = DT40 TDP1 CPT = ?; DT40 TDP1 no CPT = 14.6µM*; TDP1 inh = nt
Entry for CCn1c(Cc2ccccc2)nnc1SCc1nc2ccccc2c(=O)[nH]1 = DT40 TDP1 CPT = -18.4%; DT40 TDP1 no CPT = ?; TDP1 inh = 0.0%
